TDP1 cell CPT: growth inhibition of DT40 Tdp1-/-;hTDP1 cells with camptothecin (screen for TDP1 inhibitors); chicken DT40 Tdp1-/-;hTDP1 cells + 20 nM CPT, ATP luminescence, 48 h; Potency, µM (doses to about 46.2 µM), for the others: top-dose activity change, negative = growth inhibition, usual class: inhibitors; actives 12% (n = 420,000); AID 686979; note: nearly all actives have a fitted effect of over 55% in size
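Chicken DT40 Tdp1-/- cells stably complemented with human TDP1 were seeded at 400 cells/well in medium containing 20 nM camptothecin, exposed to pin-transferred compounds, and grown at 37 °C for at least 48 hr. Viability was read as ATP luminescence.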
DT40 TDP1 no CPT: qHTS for Inhibitors of human tyrosyl-DNA phosphodiesterase 1 (TDP1): qHTS in cells in absence of CPT; DT40 Tdp1-/- hTDP1 cells, no CPT, ATP luminescence, 48 h; Potency, µM (highest dose often 46.2 µM), inactives show at the highest dose activity change, negative = growth inhibition, actives largely listed as inhibitors; actives 15% (n = 420,000); note: nearly all actives have a fitted effect of over 55% in size
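No-CPT arm: Tdp1-/-;hTDP1 DT40 cells (400/well) plus compounds, incubated ≥48 hr at 37 °C. Readout CellTiter-Glo luminescence.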
TDP1 block: inhibitors of human tyrosyl-DNA phosphodiesterase TDP1 | actives 0.28% (n = 350,000) | recombinant TDP1, AlphaScreen DNA substrate cleavage | Potency, µM (top dose mostly 130 µM), without a hit: at the highest dose activity change, negative = inhibition, hits mostly inhibitors | Q9NUW8 | AID 485290; note: nearly all actives have a fitted effect of over 40% in size
Target sequence (Q9NUW8 whole entry, looked up): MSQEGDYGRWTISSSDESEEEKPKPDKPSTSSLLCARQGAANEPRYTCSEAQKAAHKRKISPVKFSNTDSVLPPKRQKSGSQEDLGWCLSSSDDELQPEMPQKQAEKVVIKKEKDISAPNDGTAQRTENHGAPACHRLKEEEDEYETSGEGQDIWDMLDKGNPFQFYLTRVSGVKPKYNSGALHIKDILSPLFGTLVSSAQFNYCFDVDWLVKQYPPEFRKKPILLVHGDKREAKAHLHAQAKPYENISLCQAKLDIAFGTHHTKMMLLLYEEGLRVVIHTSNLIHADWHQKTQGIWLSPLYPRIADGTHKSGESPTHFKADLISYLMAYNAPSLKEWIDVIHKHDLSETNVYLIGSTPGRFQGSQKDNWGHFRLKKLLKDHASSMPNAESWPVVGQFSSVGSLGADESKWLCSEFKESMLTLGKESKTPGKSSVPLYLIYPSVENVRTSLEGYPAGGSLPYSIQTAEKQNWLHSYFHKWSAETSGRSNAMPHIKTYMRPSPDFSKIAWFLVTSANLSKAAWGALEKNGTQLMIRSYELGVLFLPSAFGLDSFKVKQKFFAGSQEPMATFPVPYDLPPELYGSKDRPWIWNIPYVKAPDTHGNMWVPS
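Recombinant E. coli-expressed Tdp1 (1 nM) preincubated with compound 15 min at RT, then 5'-biotin/3'-phosphotyrosine-FITC DNA substrate (15 nM) added for 5 min. AlphaScreen beads (10 ug/ml) added, 10 min RT; tyrosine-FITC cleavage read as signal loss.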
An asterisk follows results filed as active; ? = inconclusive; / = not tested or not shown; [ ] = remark or other dose. Calls come from the whole dose curve; as a rule, active = well fitted curve in the direction sought with a large enough effect; inconclusive = small, poorly fitted or top-dose-only effect, or another doubt; inactive = no such curve, though single readings can be large; an effect the other way counts as inactive or inconclusive. % is set by controls: 0 for no effect and ±100 for the full control effect; potency is the fitted concentration of half-maximal effect.

Every second line gives: TDP1 cell CPT	DT40 TDP1 no CPT	TDP1 block
- Cn1c(=O)c2sccc2n2c(CCC(=O)N3CCN(c4cccc(Cl)c4)CC3)nnc12
 : ?	5.8µM*	0%
- Cc1c(CCC(=O)O)c(=O)oc2c(C)c3occ(-c4ccc(Br)cc4)c3cc12
 : ?	?	/
- COc1ccccc1-c1cn(C(C)(C)C)nc1C
 : 20%	-12%	1%
- CC1(C)CC[C@@]23CC[C@]4(C)[C@@](OC2=O)(C3C1)[C@H]1O[C@H]1C1[C@@]2(C)CC[C@H](O)C(C)(C)C2CC[C@]14C (stereo partly drawn)
 : 0%	-13%	/
- Cc1cc(C)cc(NC(=S)N2CCC(NC(=O)c3ccco3)CC2)c1
 : -14%	-27%	-4%
- CCC(c1nnc(SC(C)C(=O)NC2CC2)n1-c1ccc(OC)cc1)N(C)C (stereo not drawn)
 : -15%	0%	2%
- O=C(COc1cccc2ccccc12)NNC(=O)Nc1ccccc1
 : ?	?	2%
- CCCCNc1c(NC(C)=O)c(=O)oc2ccccc12
 : 7%	0%	1%
- Cc1cccc(NC(=O)c2cccc([N+](=O)[O-])c2O)c1C
 : 16µM*	13µM*	/
- CCc1c(C(=O)NNC(=S)NCC2CCCO2)csc1C (stereo not drawn)
 : ?	?	0%
- CC(C)(C)c1ccc(OCC(=O)NNC(=O)Cc2cccs2)cc1
 : -3%	-19%	6%
- COC(=O)c1ccc(OCC(=O)c2ccc(C)c(C)c2)cc1
 : ?	?	-6%
- CCOC(=O)c1oc2ccccc2c1NC(=O)c1cc(OC)cc(OC)c1
 : ?	?	-2%
- Cn1c(=O)oc2cc(S(=O)(=O)NCc3ccc(F)cc3)ccc21
 : -17%	-2%	2%
- COC(=O)c1c(C(=O)OC)c(-c2ccc(Cl)cc2)n2c1CS(=O)(=O)C2
 : 21µM*	21µM*	5%
- CCc1nc2ccc(C(=O)NCCOc3ccc(OC)cc3)cn2c1N(CCN(C)C)CC1CC1
 : ?	?	/
- CC(C)[C@H](NC(=O)C1CCN(S(=O)(=O)c2ccccc2)CC1)C(=O)NCc1ccccn1
 : -18%	20%	2%
- CN(C)c1ncc(CN2CCC(CO)(CCCc3ccccc3)CC2)s1
 : -23%	?	1%
- Cc1ccc(NC(=O)N2CCC(C(=O)NCc3ccccc3)CC2)cc1
 : -9%	-20%	7%
- CCN1CCN(Cc2nc3cc(NC(=O)c4cccc([N+](=O)[O-])c4)ccc3n2CC)CC1
 : -11%	-10%	5%
- O=C(CCN1CCCC1)Nc1ccccc1
 : -14%	-11%	0%
- O=C(CSc1nc(O)c(C/C=C/c2ccccc2)c(=O)[nH]1)Nc1cccc(F)c1
 : 4%	-30%	/
- C=CCn1c(=O)c2ccccc2n2c(SCC(=O)NCc3cccs3)nnc12
 : ?	?	8%
- CC(=O)N(Cc1ccccc1)c1c(N)nc(N)[nH]c1=O
 : 8%	0%	/
- COc1ccc(-c2c(C#Cc3ccsc3)c3cc(-c4ccc(CN5CCOCC5)cc4)ccc3n2C)cc1
 : ?	?	2%
- COc1cc(NC(=O)c2ccccc2)c(OC)cc1NC(=O)CN1C(=O)NC2(CCCCC2)C1=O
 : ?	?	2%
- COc1ccc(NC(=O)N2CCCC3(CCN(C(=O)c4cccn4C)CC3)C2)cc1
 : ?	-2%	/
- COCc1c(C(=O)N2CCN(C3CCCC3)CC2)cnn1-c1nccc(-c2cccs2)n1
 : -1%[9.04 µM]	-22%	/
- CCOC(=O)Cc1c[nH]c2ccc([N+](=O)[O-])cc12
 : 4%	-9%	/
- CCOC(=O)c1c(/N=C/c2ccc(C)cc2O)sc2c1CCN(C)C2
 : -20%	?	0%
- Cc1ccc(NC(=S)N/N=C/c2c(C)nn(-c3ccccc3)c2N2CCCC2)cc1
 : 12%	?	3%
- O=C(NNS(=O)(=O)c1ccccc1Cl)C1COc2ccccc2O1 (stereo not drawn)
 : -6%	-20%	0%
- COC(=O)COc1ccc(S(=O)(=O)Nc2ccccc2C(=O)OC)cc1
 : 6%	-7%	2%
- O=C(Nc1cccc(Cl)c1)NC1CC2CCC1C2 (stereo not drawn)
 : ?	-3%	/
- Cc1cc(NC(=O)COn2nnc3ccc(Cl)cc32)no1
 : -15%	?	9%
- Cc1cc(C)n(-c2ccc(NC(=O)C3CCCCN3C(=O)c3ccc(C)s3)cc2)n1 (stereo not drawn)
 : -19%	-24%	3%
- Cc1ccc(CNS(=O)(=O)c2ccc3c(c2)N(C)CCO3)cc1
 : ?	-25%	1%
- CC(C)OCCCNC(=O)C1CCC(=O)N1C1CCCC1 (stereo not drawn)
 : 5%	18%	1%
- Cc1ccccc1NS(=O)(=O)c1ccc(F)cc1
 : -14%	-18%	5%
- Cc1c(C#N)sc(C(N)=O)c1C
 : 7%	0%	5%
- CCOc1ccccc1C(=O)N[C@H](C(=O)OCC(=O)Nc1nnc(-c2ccccc2)o1)C(C)C
 : 16%	-13%	/
- O=C(/C=C/[C@H]1O[C@@H](n2ccc(=O)[nH]c2=O)[C@H](O)[C@@H]1O)NCc1cccc2ccccc12
 : 5%	21%	/
- COc1cc(-c2nn3c(Cc4ccccc4)nnc3s2)cc(OC)c1OC
 : 35µM*	?	5%
- COc1ccc(-c2nnc(SCC(=O)/C(C#N)=C(\C)N)o2)cc1
 : ?	-28%	-1%
- COc1ccc(C(C)(O)c2nc(-c3ccccc3OC)cs2)cc1 (stereo not drawn)
 : 9.2µM*	13µM*	/
- COc1cccc(NC(=O)CS(=O)(=O)c2cccc3nsnc23)c1
 : 7%	-25%	2%
- COCCNC(=O)C(C)OC(=O)c1cc2occc2n1C (stereo not drawn)
 : 7%	-8%	-6%
- COc1ccc(-c2nn(-c3ccccc3)cc2/C=C2/SC(=S)N(CCCC(=O)O)C2=O)c(C)c1
 : ?	?	40µM*
- CCOc1ccc(/C=N/Nc2ccccc2)cc1
 : ?	15µM*	/
- O=C(CCC(=O)Nc1nnc(C2CCCCC2)s1)Nc1ccc(F)cc1
 : 27%	-7%	4%
- Cn1cccc1/C=N\NC(=O)C1COc2ccc(C(C)(C)C)cc2O1 (stereo not drawn)
 : -2%	?	13%
- CCOC(=O)c1ccccc1NC(=O)c1cn(CC)c2nc(C)ccc2c1=O
 : ?	0%	-2%
- COc1cccc(NC(=O)C(NCCC(C)C)c2ccccc2)c1 (stereo not drawn)
 : ?	?	0%
- C#CCN(C[C@H]1[C@H](OC(=O)NC2CCCC2)[C@H](OC(=O)NC2CCCC2)C[C@H]2C(=O)N(c3ccccc3)C(=O)[C@@H]12)S(=O)(=O)c1ccc(C)cc1
 : -4%	-8%	/
- Cc1cc(Cl)ccc1OCC(=O)NCC1Cc2cc(-c3cnccn3)ccc2O1 (stereo not drawn)
 : -3%	1%	/
- N#Cc1ccc(S(=O)(=O)N2CCN(c3nc(-c4cccs4)nc4ccccc34)CC2)cc1
 : ?	?	2%
- COc1cc(OC)c(OC)cc1/C=C/C(=O)OCC(=O)Nc1c(C)n(C)n(-c2ccccc2)c1=O
 : ?	1µM*	/
- COc1cc(NC(=O)SC2=NCCS2)cc(OC)c1
 : 6%	-11%	-3%
- CC1CN(S(=O)(=O)c2cccc(C(F)(F)F)c2)CC(C)O1 (stereo not drawn)
 : 2%	10%	1%
- Cc1ccc(S(N)(=O)=O)cc1NC(=O)c1ccc2c3c(cccc13)CC2
 : -16%	?	/

Reformatted: results already given.
> N#Cc1ccc(S(=O)(=O)N2CCN(c3nc(-c4cccs4)nc4ccccc34)CC2)cc1
  TDP1 cell CPT: ?	DT40 TDP1 no CPT: ?	TDP1 block: 2%
> CCOC(=O)c1ccccc1NC(=O)c1cn(CC)c2nc(C)ccc2c1=O
  TDP1 cell CPT: ?	DT40 TDP1 no CPT: 0%	TDP1 block: -2%
> O=C(CCC(=O)Nc1nnc(C2CCCCC2)s1)Nc1ccc(F)cc1
  TDP1 cell CPT: 27%	DT40 TDP1 no CPT: -7%	TDP1 block: 4%

Whole records, quoted from the list.
Entry for Cc1ccc(NC(=O)N2CCC(C(=O)NCc3ccccc3)CC2)cc1 : TDP1 cell CPT: -9%; DT40 TDP1 no CPT: -20%; TDP1 block: 7%
Entry for COc1cc(NC(=O)c2ccccc2)c(OC)cc1NC(=O)CN1C(=O)NC2(CCCCC2)C1=O : TDP1 cell CPT: ?; DT40 TDP1 no CPT: ?; TDP1 block: 2%

The list goes on.
Every second line gives: TDP1 cell CPT	DT40 TDP1 no CPT	TDP1 block
- Cc1ccc(C(=O)NCC2CCCO2)cc1[N+](=O)[O-] (stereo not drawn)
 : 2%	-7%	1%
- COc1ccccc1-c1cc(NC=O)c2ncc(-c3cccc(C(=O)N(C)C)c3)n2c1
 : ?	?	/
- COc1ccc(C(C)=O)cc1CSc1nncn1C
 : 7%	10%	2%
- CC(=O)Nc1ccc(S(=O)(=O)NC2CCSc3ccccc32)cc1 (stereo not drawn)
 : ?	?	-2%
- C=CC[C@H](CC(=O)N(CCO)Cc1ccccc1)C(=O)N[C@H](COC(=O)[C@H](CC=C)CC(=O)OC(C)(C)C)Cc1ccccc1
 : 23µM*	21µM*	1%
- COC1=CC(=O)C(C2CC(=O)c3c(O)cc(O)cc3O2)=CC1=O (stereo not drawn)
 : 3.7µM*	2.6µM*	/
- O=C(NCCc1ccccc1)c1ccc2c(c1)N(Cc1ccc(F)cc1Cl)C(=O)CS2
 : -27%	-25%	0%
- COc1ccc(-c2cc(C(=O)N(C)CC(=O)Nc3ccccc3Br)c3ccccc3n2)cc1OC
 : 16µM*	18µM*	0%
- CCCNC(=O)N(C)C[C@@H]1Oc2cc(C#CC(C)(C)O)ccc2S(=O)(=O)N([C@H](C)CO)C[C@H]1C
 : 2%	24%	/
- CC(C)c1ccc2oc(-c3cc(NC(=O)c4cccnc4)ccc3Cl)nc2c1
 : ?	16µM*	/
- Cc1cc(C)c(NC(=O)Cn2nc(-c3ccncc3)ccc2=O)c(C)c1
 : -23%	?	2%
- O=C(CSc1n[nH]c(Cc2ccccc2)n1)Nc1ccccc1Br
 : -12%	?	-3%
- N#C/C(=N/Nc1ccc([N+](=O)[O-])cc1)C(=N)N1CCCCC1
 : -18%	-1%	9%
- CCN(CC)C(=O)c1cc(Cl)ccc1NC(=O)c1ccco1
 : -3%	4%	/
- CCOc1cccc(-c2c(C(=O)N/N=C/c3ccc(Br)cc3)nnn2-c2nonc2N)c1
 : -18%	?	3%
- Cc1c(Cl)cccc1-n1ncc(C(=O)N2CCN(c3ncccn3)CC2)c1C1CCN(C(=O)OC(C)(C)C)CC1
 : ?	?	0%
- COc1cccc(/C=N/NC(=S)NCc2ccco2)c1OC
 : ?	?	/
- CC1C(=O)Nc2ccc(S(=O)(=O)N3CCCCC3)cc2NC1=O (stereo not drawn)
 : -13%	?	11%
- N#Cc1nc(COc2ccc(Cl)cc2Cl)oc1N1CCOCC1
 : -24%	?	11%
- COCCN1C(=O)c2oc3ccccc3c(=O)c2C1c1ccc(O)c(OC)c1 (stereo not drawn)
 : 16%	-1%	5%
- N#Cc1ccc(OCC(=O)Nc2nc(-c3cccnc3)cs2)cc1
 : -4%	-4%	-4%
- CCOc1ccc(N2C(=O)c3ccccc3NC2(C)CC)cc1 (stereo not drawn)
 : -10%	-36%	0%[56.1 µM]
- COC(=O)Cc1cc(=O)n2[nH]c(SC)nc2n1
 : -1%	-2%	5%
- O=C(Nc1ccc2c(c1)OCO2)N1CCN(S(=O)(=O)c2ccc(Cl)cc2)CC1
 : ?	-10%	-3%
- CC1(C(=O)NNC(=O)c2ccc([N+](=O)[O-])cc2)CC1(Br)Br (stereo not drawn)
 : -11%	?	2%
- CCC(=O)Nc1ccc2nc(SCc3ccccc3)sc2c1
 : ?	13µM*	4%
- O=C(NCc1cccnc1)c1cc(-c2ccccc2)on1
 : ?	?	1%
- COc1ccccc1CNc1nc2ccccc2c2nc(-c3cccnc3)nn12
 : ?	?	4%
- CC(C)CC(=O)Nc1ccc2c(c1)nc(CCN1CCCCC1)n2C
 : -3%	-27%	/
- O=S(=O)(NC1CC2CCC1C2)c1ccc(Cl)cc1 (stereo not drawn)
 : -19%	-3%	/
- Clc1ccccc1CN1CCC(Cc2ccccc2)CC1
 : ?	?	-8%
- COc1ccc(C2=C(C)C(=O)N(Cc3ccc(C(=O)Nc4cc(C)ccc4C)cc3)S2(=O)=O)cc1
 : 18µM*	10µM*	5%
- Cc1ccc(C(=O)NNC(=O)CSc2nnc(-c3ccccc3)n2Cc2ccccc2)cc1
 : ?	?	0%
